EPAC1 ag: activates human EPAC1 exchange factor; O95398; EPAC1 agonist qHTS, biochemical assay; response scale: 100% = response to 6.5 mM cAMP; Potency, µM (doses to about 154 µM), without a hit: top-dose activation, hits mostly activators; 360,000 compounds, 0.073% hits; AID 720707; also: potency is read from the fitted curve at half-maximal effect; nearly all actives have a fitted effect of over 60% in size
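Nucleotide exchange by EPAC1 (100 nM) on Rap1B–BODIPY-GDP (250 nM) in the presence of 50 uM GDP is tracked fluorescently at 480/540 nm over 30 min. Signals are normalized to a 6.5 mM cAMP control.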
FUS yeast rescue: suppressors of FUS proteinopathy in yeast; S. cerevisiae FUS-expressing, growth rescue, OD600, 24 h; Potency, µM (titrated, usually from 76.6 µM), without a hit: at the top dose growth rescue (activation), most hits filed as activators; 390,000 compounds, 0.24% hits;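 also: potency is read from the fitted curve at half-maximal effect; plate controls were DMSO vehicle for no effect and reference control for full effect; nearly all actives have a fitted effect of over 55% in size; some results filed as inactive show a strong effect at the top dose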
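Galactose (2%) drives FUS expression in yeast precultured in raffinose; seeding density OD 0.005. Test compounds incubated 24hr at 30C and 99% humidity before absorbance at 600 nm was measured.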
Abeta yeast res: compounds reversing amyloid beta toxicity in yeast. 410,000 compounds, 0.063% hits. AID 1347071. yeast expressing A-beta42, growth rescue, OD600, 48 h; response scale: 0% DMSO, 100% iron-clioquinol control. Potency, µM (top dose mostly 46.1 µM), without a hit: at the top dose growth rescue, actives largely listed as activators; also: potency is read from the fitted curve at half-maximal effect; nearly all actives have a fitted effect of over 55% in size
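Growth rescue measured by 600 nm absorbance after 48 h yeast culture at 30 C with compound. Values normalized between DMSO and an equimolar ferric chloride plus clioquinol control.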
WRN inhibitor: WRN helicase (human) inhibition; WRN helicase unwinding, fluorescent forked duplex, kinetic; Q14191; AID 651768; 360,000 compounds, 0.46% hits; Potency, µM (series often up to 114 µM), for the others: at the top dose activity change, negative = inhibition, most hits filed as inhibitors; also: potency is read from the fitted curve at half-maximal effect; % is scaled to controls: 0 for no effect and ±100 for the full control effect; nearly all actives have a fitted effect of over 55% in size
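Fluorescence dequenching readout, ex 525 nm/em 598 nm, kinetic mode: forked duplex DNA (100 nM final) with adjacent fluorophore and quencher unwound by WRN (20 nM final) with 2 mM ATP. Compound preincubation 15 min, room temperature.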
PI5P4K alpha inh: inhibitors of human PI5P4K alpha | P48426 | AID 652105 | 330,000 compounds, 1.2% hits | max response, % | PI5P4Kalpha enzyme, ADP-Glo luminescence, 60 min; stronger effect = lower value; active = max response of -50% or lower; inconclusive = between -30% and -50%; inactive = -30% or higher; also: value at the top dose of about 77 µM; % is scaled to controls: 0 for no effect and ±100 for the full control effect
Target sequence (P48426 whole entry, looked up): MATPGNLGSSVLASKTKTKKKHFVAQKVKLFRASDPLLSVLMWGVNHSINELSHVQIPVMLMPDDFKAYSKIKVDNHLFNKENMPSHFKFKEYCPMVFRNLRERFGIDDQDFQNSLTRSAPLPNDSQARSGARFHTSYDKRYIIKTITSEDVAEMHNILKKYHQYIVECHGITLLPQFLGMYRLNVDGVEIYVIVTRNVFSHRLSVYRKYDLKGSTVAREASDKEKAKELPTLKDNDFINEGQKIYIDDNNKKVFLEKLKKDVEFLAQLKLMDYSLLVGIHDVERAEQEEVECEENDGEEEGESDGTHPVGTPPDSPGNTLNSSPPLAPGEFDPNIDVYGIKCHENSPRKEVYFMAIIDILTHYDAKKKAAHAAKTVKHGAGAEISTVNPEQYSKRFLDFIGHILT
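PI5P4Kalpha ADP-Glo assay; 5 microM ATP final; 60 min RT reaction; HEPES pH 7.4/EGTA/CHAPS, 5% DMSO; controls lacking substrate or enzyme; luminescent end-point.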
EPAC1 antagonist: EPAC1 (human) antagonism; O95398; EPAC1 GEF assay, Rap1b-BODIPY-GDP exchange fluorescence; Potency, µM (doses to about 115 µM), for inactives: top-dose activity change, negative = inhibition, hits mostly inhibitors; 360,000 compounds, 0.14% hits; AID 720709;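 also: potency is read from the fitted curve at half-maximal effect; plate controls were vehicle for no effect and positive control for full effect; nearly all actives have a fitted effect of over 50% in size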
PLK1 PBD inh: PLK1 (human) polo-box domain binding inhibition | P53350 | Plk1 PBD binding of FITC phosphopeptide, fluorescence polarization | Potency, µM, for inactives: max response, negative = inhibition, usual class: inhibitors | 360,000 compounds, 2.8% hits | AID 720504; also: potency is read from the fitted curve at half-maximal effect; series mostly up to about 57 µM; % is scaled to controls: 0 for no effect and ±100 for the full control effect; nearly all actives have a fitted effect of over 65% in size
Target sequence (P53350 whole entry, looked up, the tested form may be a part): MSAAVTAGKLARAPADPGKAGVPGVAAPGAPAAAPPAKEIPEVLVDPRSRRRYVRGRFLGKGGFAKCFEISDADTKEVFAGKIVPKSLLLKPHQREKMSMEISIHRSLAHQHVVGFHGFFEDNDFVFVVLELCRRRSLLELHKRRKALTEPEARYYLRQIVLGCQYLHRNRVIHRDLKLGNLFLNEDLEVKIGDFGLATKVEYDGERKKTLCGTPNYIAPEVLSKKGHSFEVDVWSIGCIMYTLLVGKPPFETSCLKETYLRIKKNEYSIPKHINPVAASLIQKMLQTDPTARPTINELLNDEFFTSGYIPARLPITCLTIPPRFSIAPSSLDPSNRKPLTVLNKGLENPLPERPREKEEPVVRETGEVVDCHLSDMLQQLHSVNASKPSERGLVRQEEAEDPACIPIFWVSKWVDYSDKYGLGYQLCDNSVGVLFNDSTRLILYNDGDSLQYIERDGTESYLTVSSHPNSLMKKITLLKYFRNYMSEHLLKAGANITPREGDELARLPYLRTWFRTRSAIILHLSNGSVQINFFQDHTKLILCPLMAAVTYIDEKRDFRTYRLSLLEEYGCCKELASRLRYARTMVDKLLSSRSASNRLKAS
IL2 activator: activates IL-2 in a cell-based reporter assay; AID 652025; 360,000 compounds, 0.065% hits; activation, % (series mostly up to about 46 µM); IL-2 activation reporter assay, cell-based qHTS; stimulated with anti-CD3/CD4/CD28 beads; in transgenic mouse T cells; in the data active = activation above about 50%; inconclusive = mostly about 30% to 49%; also: 0% is about no effect
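Unstimulated transgenic mouse T cells preincubated 60 min with compound, then stimulated with anti-CD3/anti-CD4-coated beads plus anti-CD28 for 18 h at 37 degrees C. IL-2 response read as EGFP and DsRed fluorescence by plate cytometry.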
* = called active by the depositor; ? = inconclusive; . = no result given; [ ] = dose if it differs, or a comment. Unless noted, calls follow the shape of the dose curve; as a rule, active = well fitted curve in the direction sought with a large enough effect; inconclusive = small, poorly fitted or top-dose-only effect, or another doubt; inactive = no such curve, though single readings can be large; an effect the other way counts as inactive or inconclusive. The order is random; overall some 4.1% were active at least once.

SMILES,EPAC1 antagonist,PI5P4K alpha inh,IL2 activator,WRN inhibitor,EPAC1 ag,Abeta yeast res,PLK1 PBD inh,FUS yeast rescue
CC(C)COC(=O)N(C)C[C@@H]1OCc2cnnn2CCCC(=O)N([C@@H](C)CO)C[C@@H]1C,-1%,-1,-4.2,-2%,-8%,8%,-3%,10%
CCCCCC(=O)N=Nc1c(O)[nH]c2ccc([N+](=O)[O-])cc12,9%,-15,-2.6,-9%,-3%,-19%,-8%,31%
COc1ccc(C(=O)N/N=C/C(Br)=C/c2ccccc2)cc1,-7%,2,-1.3,-9%,-5%,3%,-7%,4%
O=C(NCC1CCCCC1)c1cc(S(=O)(=O)N2CCOCC2)ccc1F,-4%,2,-0.5,9%,-8%,-22%,4%,.
CCOC(=O)N1CCN(C(=O)CSc2ncnc3ccccc23)CC1,-12%,2,-1.0,-9%,-10%,-4%,-14%,-6%
Cc1ccc(CC(=O)Nc2cccc([N+](=O)[O-])c2)cc1,-3%,0,-0.2,-1%,1%,20%,-10%,-33%
Cc1ccc(/C=N/Nc2nncn2N)cc1,-2%,0,-0.5,0%[11.6 µM],0%,-23%,1%,-6%
COc1cc2c(c(OC)c1OC)C(c1ccc3c(c1)OCO3)CC(=O)O2 (stereo unspecified),-1%,-2,-0.9,0%,4%,-8%,-7%,19%
CCC(C)c1ccc(NC(=O)CN(C)CC(=O)Nc2cccc(OC)c2)cc1 (stereo unspecified),-3%,-1,0.1,-3%,-18%,1%,3%,-14%
Cc1ccc(NC(=O)N2CCC(NC(=O)c3cccc(C)c3)CC2)cc1,-10%,-78*,0.3,-7%,-2%,9%,-25%,28%
O=c1[nH]c(Nc2ccccn2)cc2ccccc12,-11%,3,-0.3,-5%,-5%,3%,1%,-9%
O=C(NC(=S)Nc1cccc(C(F)(F)F)c1)c1ccc2nonc2c1,-7%,3,-1.0,-10%,10%,-11%,-16%,-28%
C=CCCC(=O)N1CCC(n2nccc2NC(=O)CCCc2ccccc2)CC1,1%,1,-3.1,-29%,-9%,13%,-6%,10%
Cc1cc(F)ccc1S(=O)(=O)Nc1ccccc1C(=O)NCc1cccnc1,2%,-4,1.0,5%,-6%,2%,-9%,10%
C[C@]12C=CC(=O)C=C1CCC1C3CC[C@](O)(C(=O)CO)[C@@]3(C)CC3OC312 (stereo partly specified),18%,-9,-0.6,-28%,-6%,-14%,-17%,.
O=C(c1cccs1)n1nc(-c2ccc(Cl)cc2)nc1NCc1ccco1,4%,14,-1.5,2%,0%,-9%,-3%,11%
Cc1ccc(C(=O)NC2(O)C(=O)c3ccccc3C2=O)cc1C,?,3,-5.8,-5%[11.6 µM],3%,-12%,-22%,4%
CN(c1ccccc1)S(=O)(=O)c1cccc(NC(=O)C2CC(=O)N(Cc3ccccc3)C2)c1 (stereo unspecified),-6%,2,0.5,-3%,6%,12%,-7%,38%
Nc1nnc(SCC(=O)NNC(=O)c2ccc(Cl)cc2)s1,11%,-5,0.5,9%,-4%,8%,-16%,-13%
C/C=C(\C)c1nnc(NC(=O)C(C)C)s1,14%,-16,-0.8,-5%,-4%,-5%,-5%,13%
C=CCN(C(=O)c1csnn1)C(C(=O)NCc1ccccc1)c1cccs1 (stereo unspecified),16%,1,0.8,10%,1%,12%,-10%,-1%
C[C@@H]1CCCCO[C@H](CN(C)S(=O)(=O)c2cccs2)[C@@H](C)CN([C@H](C)CO)C(=O)c2cc(NC(=O)C3CCCCC3)ccc2O1,3%,1,-2.2,0%,-6%,3%,-9%,?
C=CCC1(O)CC(c2ccco2)NC(c2ccco2)C1CCC (stereo unspecified),4%,.,-0.7,7%,-3%,-2%,-2%,1%
CCCCNC(=O)CSc1nnc(-c2cccc(S(=O)(=O)N3CCOCC3)c2)o1,4%,0,-0.3,-2%,-5%,1%,4%,-11%
Cc1ccc(C2(C)NC(=O)N(CC(=O)Nc3ccc(Cl)c(S(=O)(=O)N4CCCCC4)c3)C2=O)cc1 (stereo unspecified),-7%,-11,-4.0,-9%,5%,15%,10%,?
OC(COc1ccc(Cl)cc1Cl)CN1CCc2ccccc2C1 (stereo unspecified),-22%,13,-2.8,-8%[57.1 µM],1%,17%,10%,7%
O=C(C1=C[C@@H](c2csc3ccccc23)C[C@@H](OCc2ccc(CO)cc2)O1)N1CCN(Cc2ccccc2)CC1,-2%,3,0.1,-2%,5%,8%,-5%,38%
CCCNC(=O)N(C)C[C@H]1Oc2cc(Br)ccc2S(=O)(=O)N([C@@H](C)CO)C[C@@H]1C,-1%,-2,1.0,-8%,7%,5%,-8%,-2%
Cn1c(SCC(=O)O)nc2ccccc2c1=O,0%,.,-0.5,-15%,-2%,15%,4%,18%
O=S(=O)(Nc1ccc(Cl)cc1)c1ccc(N2CCOCC2)c(NC(=S)NC2CC2)c1,-12%,?,-0.8,1%,0%,4%,8.4µM*,-32%
CCN(CC)C(=S)SCC(=O)c1ccc(Br)cc1,-14%,-2,2.6,4%,6%,-1%,3%,-8%
O=C(NC(c1ccccc1)c1ccsc1)C1CCN(Cc2ccc(Cl)c(Cl)c2)CC1 (stereo unspecified),-5%,9,-0.6,0%,4%,2%,4%,-5%
CCCn1c(Nc2ccc(Cl)cc2)nc2ccccc21,0%,9,-2.2,-8%,-8%,12%,0%,12%
CSc1ccc(-c2ccc3c(c2)c(Sc2ccccc2)c(-c2ccccc2)n3C)cc1,-14%,-1,0.7,4%,-5%,-17%,-22%,-7%
Cn1c(CC(O)c2nc3ccccc3n2C)nc2ccccc21 (stereo unspecified),2%,-12,-1.9,4%,-8%,-7%,-11%,-6%
O=C(NCc1cccc(Cl)c1)c1ccc2nc[nH]c2c1,-12%,4,-0.5,-20%,-4%,10%,-5%,.
COc1ccc(C(C(=O)NC(C)(C)C)N(Cc2ccco2)C(=O)CCC(=O)Nc2ccccn2)cc1 (stereo unspecified),13%,5,0.4,10%,-1%,1%,-5%,20%
COc1ccc(OC)c(C2/C(=C(/O)c3cnn(-c4ccccc4)c3C)C(=O)C(=O)N2CCN(C)C)c1 (stereo unspecified),0%,?,0.1,-26%,7%,-9%,-2%,2%
CC(=O)Nc1cccc(/C(C)=N/NC(=O)c2ccc(Cl)cc2Cl)c1,14%,-4,-4.6,0%,0%,-1%,9%,-32%
Cc1ccc2c(C)c(C(=O)N(Cc3ccccc3)C3CCS(=O)(=O)C3)oc2c1 (stereo unspecified),-18%,0,2.0,1%,2%,5%,-10%,?
Cc1ccc2cccc(S(=O)(=O)N3CCN(c4cccc(Cl)c4)CC3)c2n1,-18%,.,-2.2,-15%,18%,-5%,-7%,64%
COc1ccc(OC)c(S(=O)(=O)N2CCN(C(=O)NC3CCCCC3)CC2)c1,20%,-9,0.8,-2%,-5%,-11%,-18%,-13%
O=C1CCN(CCc2ccccc2)CCN1[C@H](CSc1ccc(Br)cc1)Cc1ccccc1,-5%,8,-0.1,-3%,0%,7%,-1%,29%
N#CC1=C(N)SC(N)=C(C#N)C1c1ccc([N+](=O)[O-])cc1,-3%,-84*,-0.4,-33%,6%,-16%,9.5µM*,.
Cc1cccc(C)c1NC(=O)NC1(C(=O)N2CCOCC2)CCCCC1,2%,-1,1.5,3%,-7%,0%,5%,11%
Cc1ccc(-n2nnnc2-c2cnn(-c3cccc(F)c3)c2C(F)(F)F)cc1,-18%,0,-1.9,-5%,9%,0%,-25%,19%
NC(=O)CSc1nnc(-c2ccco2)n1N,9%,.,-1.1,-2%,7%,-19%,-1%,31%
COc1ccc(CNS(=O)(=O)c2ccc(F)c(C(=O)Nc3ccccc3OC)c2)cc1,1%,-9,0.7,2%,-15%,-3%,-3%,-3%
O=C(Nc1cccs1)Nc1nnc([C@@H]2C[C@H](O)[C@@H](CO)O2)s1,15%,?,-0.1,-9%[57.1 µM],-8%,-17%,-29%,-7%
CCN(CC(=O)NCc1cccs1)S(=O)(=O)c1cccc(Br)c1,-9%,-8,-0.5,3%,-6%,7%,-2%,-9%
COC(=O)c1ccc(NC(=O)c2cccnc2)cc1,-13%,4,0.5,-1%,-8%,-9%,3%,-14%
COc1ccccc1N(CC(=O)N(CC(C)C)CC(C)C)S(=O)(=O)c1cccs1,-1%,7,-3.6,-5%,-2%,-15%,-2%,4%
CC(C)(C)NC(=S)NC(C)(C)C,31%[activator],3,0.0,7%,13%,?,-1%,-8%
CN1CCN(Cc2cccc(Oc3ccc(Cl)cc3)c2)CC1,-1%,.,-1.8,-7%,7%,-19%,-4%,-2%
COc1cc(OC)c(CN2CCN(c3ccc(F)cc3)CC2)cc1Br,1%,.,-3.1,5%,8%,-15%,-6%,12%
CCCc1c(C)[nH]c2nc3ccccc3n2c1=O,-1%,-5,-0.5,-4%,-1%,-31%,-2%,22%
COc1nc(-c2ccccc2)ccc1-c1noc(-c2ccccc2F)n1,-1%,14,1.6,-10%,12%,3%,-5%,11%
O=C(COc1ccc(F)cc1)c1ccc2c(c1)CCCC2,-20%,9,-0.7,-10%,8%,10%,0%,-16%
O=C(NN1CCCCC1)c1cccc2ccccc12,-16%,-2,1.8,-2%,10%,0%,-12%,-9%
CC1CCN(CC(=O)NCc2ccccc2)CC1,5%,.,-1.3,1%,0%,4%,-5%,-6%
O=C(CCCc1ccccc1)Nc1ccnn1C1CCN(Cc2ccccc2F)CC1,-5%,2,-0.5,-1%,-16%,2%,5%,26%
O=C(Nc1ccccn1)C(NS(=O)(=O)c1cccc2nsnc12)c1ccccc1 (stereo unspecified),17%,-4,-2.9,-1%,3%,14%,-15%,?
COc1ccc2cc(C(=O)NCc3ccco3)c(=O)oc2c1,6%,3,-1.1,7%[57.1 µM],4%,-11%,-12%,21%

Bioassay records (PubChem BioAssay)
